Source: PubChem (National Center for Advancing Translational Sciences (NCATS))
Pol kappa inh – DNA polymerase kappa (human) inhibition | Q9UBT6 | purified Pol kappa, fluorescent DNA synthesis assay, 10 min | Potency, µM (series often up to 107 µM), inactives show top-dose activity, negative = inhibition, usual class: inhibitors | actives 0.53% (n = 400,000) | AID 588579; also: potency is read from the fitted curve at half-maximal effect; % is scaled to controls: 0 for no effect and ±100 for the full control effect
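Inhibition of 10 nM Pol kappa is measured by a fluorescent read-out at 0 and 10 min following addition of 50 nM substrate (final), with a 15-min room-temperature compound preincubation.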
12-LOX inh – ALOX12 (human) lipoxygenase inhibition; AID 1671190; Potency, µM (top dose mostly 108 µM), for the others: top-dose activity change, negative = inhibition, hits mostly inhibitors; actives 1.1% (n = 580,000); P18054; purified 12hLO, xylenol orange hydroperoxide absorbance; also: potency is read from the fitted curve at half-maximal effect; % is scaled to controls: 0 for no effect and ±100 for the full control effect
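Hydroperoxide product was detected by ferrous iron/xylenol orange as the 573 to 405 nm absorbance ratio. Arachidonic acid at 40 uM (final) was turned over for 30 min at room temperature by 150 nM human 12hLO, pH 7.0 Hepes buffer, after 15 min compound preincubation.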
ERG Ets-DNA blk – inhibitors of human ERG Ets domain-DNA interaction; Potency, µM (top dose mostly 76.9 µM), without a hit: top-dose FP activity, negative = inhibition, hits mostly inhibitors; actives 0.028% (n = 370,000); P11308; fluorescence polarization, His-ERG Ets domain / labelled DNA; active = well fitted inhibition curve with a large enough effect in the polarisation, with a control signal flat; inconclusive = small, poorly fitted or top-dose-only effect, or effect the other way, or a change in a side signal; inactive = no such curve, though single readings can be large or run the other way; the % refers to the polarisation;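 also: polarization taken with two DNA probes labelled with fluorescein and Texas red; potency is read from the fitted curve at half-maximal effect; % of control where 0% means no effect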
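His-tagged ERG Ets domain (1 uM in the protein solution; 300mM KCl, 50mM Tris-HCl, 1mM EDTA, 1mM DTT, pH 7.5) received compound, then a probe mix of 5 nM fluorescein-DNA and 100nM Texas-615-DNA. Fluorescence polarization was read for both dyes.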
BLM inh – inhibitors of human Bloom syndrome helicase BLM | P54132 | recombinant BLM DNA unwinding, fluorescence dequenching | Potency, µM (doses to about 56.1 µM), for the others: at the highest dose activity change, negative = inhibition, usual class: inhibitors | actives 0.2% (n = 350,000) | AID 2528;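 also: potency is read from the fitted curve at half-maximal effect; plate controls were vehicle for no effect and no enzyme for full effect; nearly all actives have a fitted effect of over 35% in size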
Target sequence (P54132 whole entry, looked up): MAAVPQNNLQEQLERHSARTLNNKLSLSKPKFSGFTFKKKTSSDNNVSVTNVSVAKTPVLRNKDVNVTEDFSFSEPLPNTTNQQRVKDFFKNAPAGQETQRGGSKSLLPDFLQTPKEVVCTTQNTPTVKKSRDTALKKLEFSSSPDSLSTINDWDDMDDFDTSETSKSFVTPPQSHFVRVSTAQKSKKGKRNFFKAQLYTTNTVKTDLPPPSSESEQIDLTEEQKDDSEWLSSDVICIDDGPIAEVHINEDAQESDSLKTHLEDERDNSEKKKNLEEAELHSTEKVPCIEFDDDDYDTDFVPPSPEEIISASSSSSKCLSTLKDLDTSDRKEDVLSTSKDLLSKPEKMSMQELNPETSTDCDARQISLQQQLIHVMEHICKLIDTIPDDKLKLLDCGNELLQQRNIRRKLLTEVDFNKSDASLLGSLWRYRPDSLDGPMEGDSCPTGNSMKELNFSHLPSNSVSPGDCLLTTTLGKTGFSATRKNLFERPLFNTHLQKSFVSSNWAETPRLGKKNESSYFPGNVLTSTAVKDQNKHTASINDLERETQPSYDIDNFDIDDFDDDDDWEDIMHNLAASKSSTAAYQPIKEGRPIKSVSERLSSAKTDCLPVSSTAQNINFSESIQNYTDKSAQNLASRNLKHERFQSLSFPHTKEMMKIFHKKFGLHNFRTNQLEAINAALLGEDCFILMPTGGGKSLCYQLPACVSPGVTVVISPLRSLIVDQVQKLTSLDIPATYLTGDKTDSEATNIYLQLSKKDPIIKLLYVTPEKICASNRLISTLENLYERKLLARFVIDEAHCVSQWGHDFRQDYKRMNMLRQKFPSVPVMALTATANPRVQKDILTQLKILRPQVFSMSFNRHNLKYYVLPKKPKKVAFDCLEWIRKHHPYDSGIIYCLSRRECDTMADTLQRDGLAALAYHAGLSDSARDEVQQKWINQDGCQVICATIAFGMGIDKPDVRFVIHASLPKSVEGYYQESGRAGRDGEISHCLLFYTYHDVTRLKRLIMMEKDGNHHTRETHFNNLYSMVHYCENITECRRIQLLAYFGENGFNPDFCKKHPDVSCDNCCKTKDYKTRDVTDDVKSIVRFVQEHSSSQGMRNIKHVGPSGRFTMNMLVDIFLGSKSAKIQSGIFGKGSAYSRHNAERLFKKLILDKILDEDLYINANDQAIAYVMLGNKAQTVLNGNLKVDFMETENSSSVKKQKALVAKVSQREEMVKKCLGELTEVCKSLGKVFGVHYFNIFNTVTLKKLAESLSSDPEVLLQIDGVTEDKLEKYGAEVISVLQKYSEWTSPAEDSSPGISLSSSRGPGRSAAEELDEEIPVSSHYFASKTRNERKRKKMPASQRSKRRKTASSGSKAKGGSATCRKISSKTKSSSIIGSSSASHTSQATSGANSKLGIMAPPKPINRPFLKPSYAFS
POLB inh – inhibitors of human DNA polymerase beta | P06746 | Pol beta primer extension/strand displacement, fluorescence kinetic | Potency, µM (doses to about 114 µM), for inactives: at the highest dose activity change, negative = inhibition, usual class: inhibitors | actives 1.3% (n = 340,000); also: potency is read from the fitted curve at half-maximal effect; % is scaled to controls: 0 for no effect and ±100 for the full control effect
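10 nM enzyme + cpd, 15 min RT; start with substrate 50 nM final; read 0 min and after 10 min RT. Corrected, normalized data; 4-parameter Hill curve fit.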
POLI inh – blocks human DNA polymerase iota activity; actives 1% (n = 390,000); AID 588590; Pol iota fluorescent replication assay, 10 min; Potency, µM (titrated, usually from 115 µM), without a hit: at the top dose activity, negative = inhibition, most hits filed as inhibitors; Q9UNA4; also: potency is read from the fitted curve at half-maximal effect
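Pol iota at 10 nM preincubated 15 min with compounds at room temperature; reaction started with fluorescent substrate, 50 nM final. Fluorescence read kinetically at 0 and 10 min; buffer-only wells as negative control.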
APEX1 inh – blocks human APE1 abasic DNA cleavage. actives 0.35% (n = 350,000). recombinant APE1, TAMRA/BHQ-2 abasic DNA cleavage fluorescence. Potency, µM (titrated, usually from 65.8 µM), for inactives: at the highest dose activity change, negative = inhibition, usual class: inhibitors. AID 2517;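 also: potency is read from the fitted curve at half-maximal effect; plate controls were vehicle for no effect and reference inhibitor for full effect; nearly all actives have a fitted effect of over 55% in size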
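Enzyme (0.75 nM final) and test compound are incubated 15 min at room temperature before adding 50 nM quenched THF abasic-site duplex. Cleavage dequenches TAMRA, followed at 525/598 nm over three reads one minute apart.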
TRHR ag – agonists of human TRH receptor | activation, % at 2 µM | actives 0.18% (n = 360,000) | AID 493084 | TRHR cells, calcium flux fluo-8, FDSS agonist mode; in the data active = activation above about 30%; also: 0% is about no effect
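TRHR-expressing cells loaded with fluo-8 calcium dye; 23 nL library compound pin-transferred, kinetic FDSS fluorescence (Ex 480/Em 530) recorded about 180 s for agonist-induced calcium release, before a 10 nM TRH EC20 addition for potentiator mode.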
Apoferritin bind – candidate novel general anesthetic via apoferritin binding; P02791; apoferritin/1-aminoanthracene competitive binding, fluorescence; Potency, µM (titrated, usually from 77.5 µM), for the others: at the highest dose activity change, negative = displacement, actives largely listed as inhibitors; actives 0.074% (n = 350,000); also: potency is read from the fitted curve at half-maximal effect; % is scaled to controls: 0 for no effect and ±100 for the full control effect; nearly all actives have a fitted effect of over 20% in size
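10 uM apoferritin + 50% sat. 1-AMA, PBS; cpd 10 min RT; Ex380/Em535 endpoint; normalized to free probe vs complex; 4-param Hill fit; propofol titration as pos. ctrl.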
Starred values were filed as active, the others as inactive; ? = inconclusive; nt = not tested or not shown; & = joins results of further samples; [ ] = remark or other dose. Unless noted, calls follow the shape of the dose curve; as a rule, active = well fitted curve in the direction sought with a large enough effect; inconclusive = small, poorly fitted or top-dose-only effect, or another doubt; inactive = no such curve, though single readings can be large; an effect the other way counts as inactive or inconclusive.

SMILES | Pol kappa inh | 12-LOX inh | ERG Ets-DNA blk | BLM inh | POLB inh | POLI inh | APEX1 inh | TRHR ag | Apoferritin bind
O=C(c1ccc(CS(=O)Cc2ccc(Cl)cc2)o1)N1CCN(c2cccc(Cl)c2)CC1 (stereo not drawn) | -15% | -13% | -6% | -8% | -12% | 17% | -7% | 0.2 | 44%[activator]
O=C(O)c1ccccc1-c1ccccc1C(=O)Nc1cccc2ccccc12 | 0% | 0% | -3% | 1% | 4% | 15% | -5% | 0.3 | -11%
COc1ccc(OC)c2[nH]c(=O)c(CCNC(=O)C3CCCCC3)cc12 | -10% | 26% | 4% | 2% | 23% | 16% | -5% | 0.1 | -10%
O=C1CC(Nc2ccc(N3CCOCC3)cc2)C(=O)N1c1ccccc1F (stereo not drawn) | -8% | 16µM* | -4% | -1% | -2% | -4% | -5% | -0.8 | 3%
COc1cccc(NC(=O)Cn2cc(C#N)c3ccccc32)c1 | -5% | -1%&28% | 2% | -6% | 10% | 4% | 0% | 0.0 | -2%
O=C(NNC(=O)c1cncc(Br)c1)c1ccncc1 | 14% | 2% | -4% | nt | nt | -11% | 47%[activator] | 0.2 | nt
COC(=O)c1c(-c2cccs2)csc1NC(=O)c1ccc(Cl)cc1 | 6% | -25% | -4% | -2% | 2% | 26% | nt | 0.1 | -4%
Cc1nn(-c2ccccc2)cc1/C=N/NC(=O)c1cccs1 | -14% | 152%[activator] | 10% | -1% | ? | -26% | 6% | -0.2 | 2%
COc1ccc2nc(-c3cccc(N)c3)[nH]c2c1 | -29% | 8% | 7% | -28% | ? | 23% | 7% | -0.1 | 0%
Cc1ccc(NC(=O)Cn2c(=O)n(-c3ccccc3)c(=O)c3c4c(sc32)CCCC4)cc1 | 1% | -16% | 4% | -3% | -1% | 2% | nt | 1.4 | -4%
O=C(CCC(=O)Nc1ccccc1Cl)NN=C1CCCC1 | 3% | 1% | -8% | 3% | 11% | -1% | 29% | 0.8 | ?
CCCCCCC(=O)OCC(=O)c1ccc2c(c1)NC(=O)CO2 | -5% | -9% | -13% | -4% | 15% | 207%[activator] | -2% | -0.1 | ?
O=C(c1ccc(Cn2c(=S)[nH]c3ccc(Br)cc3c2=O)cc1)N1CCN(C2CCCCC2)CC1 | 0% | ? | 16% | -7% | 13% | 74%[activator] | 15% | 0.3 | -8%
COc1ccc(CNS(=O)(=O)c2ccc(-c3cc(C(F)(F)F)on3)s2)cc1OC | -6% | 3% | 5% | -6% | -8% | -26% | nt | -0.8 | -10%
O=C(CNC(=S)N(Cc1ccccc1F)C1CCCCC1)NCCCN1CCOCC1 | 3% | 0% | 2% | -4% | 7% | 90%[activator] | -1% | -0.1 | -4%
CC(C)(C)N1C(=O)[C@H]2[C@@H](c3ccc(Br)cc3)N3C(=O)N(c4ccc(Br)cc4)C(=O)[C@@]3(Cc3ccccc3)[C@H]2C1=O | 1% | nt | 11% | -11% | 10% | -20% | -13% | 0.5 | -15%
Cc1ccccc1CN(C)C(=O)COC(=O)c1ccc2[nH]c(C)c(C)c2c1 | -12% | -13% | 2% | nt | nt | 7% | -5% | nt | nt
CCCCCCn1c(C(C)NC(=O)c2ccco2)nc2ccccc21 (stereo not drawn) | -7% | -27% | -3% | -4% | -14% | 17% | -9% | -1.4 | ?
C=CCn1c(=N)n(CC(=O)O)c2ccccc21 | 0% | -48% | -5% | -3% | 4% | -3% | -5% | 0.0 | -7%
CC(=O)Nc1ccc2c(c1)NC(=O)CC2 | 13% | -1% | ? | 0% | 1% | 61% | 0% | 1.2 | -1%
O=C(/C=C/c1cccs1)N1CCc2ccccc21 | -14% | ? | 3% | -3% | 29% | -1% | 3% | -1.2 | -17%
CCN(CC)S(=O)(=O)c1ccc(NC(=O)COC(=O)CCc2cc(OC)c(OC)c(OC)c2)cc1 | -11% | -7% | -9% | -2% | 7% | 5% | 1% | 1.2 | -9%
CN(C)c1cc(N/N=C\c2ccccc2)nc(N(C)C)n1 | 2% | -17% | -5% | -12% | -1% | 79%[activator] | -3% | -0.6 | -11%
Clc1ccc(CN2CCCCCCC2)cc1 | -14% | ? | 0% | -1% | 10% | 21% | 4% | -0.2 | -1%
COC(=O)c1cnn(-c2cc(Oc3cccc(C)c3)ncn2)c1N | -9% | 3% | -10% | -6% | 18% | 3% | 12% | 0.0 | -20%
Cc1cccc(OCCSc2nc3ccccc3n2CC(=O)N2CCCCC2)c1C | -13% | 4% | 16% | -2% | ? | 14% | nt | 0.2 | 0%
Cc1ccc(S(=O)(=O)N(C)c2ccc(C(=O)N3CCC(C(N)=O)CC3)cc2)cc1 | -20% | 2% | 0% | 2% | 1% | -4% | 3% | 0.1 | -6%
O=C(CN(Cc1cccs1)C(=O)CNS(=O)(=O)c1ccc(Cl)cc1)NCc1ccco1 | -2% | -8% | -2% | -2% | -28% | -15% | -7% | -0.5 | -19%
CCc1noc(C)c1C(=O)Nc1nc2c(C)cccc2s1 | -13% | -17% | -4% | nt | nt | 38%[activator] | 7% | -0.2 | nt
COC(=O)Cc1ccc(N(Cc2ccccc2F)S(=O)(=O)c2ccc(Cl)cc2)cc1 | -2% | -11% | -11% | -7% | -1% | 55%[activator] | -3% | 1.9 | -2%
Cc1ccc(CNC(=O)CCCOc2cc(=O)n(C)c3ccccc23)o1 | -3% | 0% | -2% | 2% | 2% | -2% | -1% | 0.0 | -12%
CC(NC(=O)C1CC=CCC1C(=O)O)C1CC2CCC1C2 (stereo not drawn) | 2% | 0% | -17% | -1% | -17% | 8% | -2% | 0.9 | -11%
Cc1nc(-c2ccccc2)nc2[nH]ccc(=O)c12 | -33% | 0% | -5% | -6% | ? | 8% | 10% | 0.4 | -9%
Cc1ccc(NC(=O)CCc2nnc3n(CC(C)C)c(=O)c4ccccc4n23)cc1C | -1% | -2% | 0% | -4% | 2% | 24% | nt | -0.2 | -4%
COc1ccccc1NC(=O)NCCc1ccccc1 | 4% | -2% | 5% | 1% | 3% | 21% | 65%[activator] | -0.7 | -21%
O=C(CSc1nc(-c2ccc(F)cc2)cs1)NCC1CCCO1 (stereo not drawn) | 0% | -6% | -8% | nt | nt | 52%[activator] | 24% | nt | nt
COc1ccc(C)cc1NC(=O)C1CC1c1ccccc1 (stereo not drawn) | -22% | 0% | 6% | nt | nt | 5%[58.9 µM] | nt | nt | nt
Cc1ccnc(NC(=O)CCC(=O)N(CC(=O)NCc2ccc(F)cc2)Cc2ccco2)c1 | 4% | -9% | 9% | -1% | -16% | 93%[activator] | 8%[12.4 µM] | -0.2 | -7%
COCCCn1c(=N)c(C(=O)NC2CCCC2)cc2c(=O)n3cccc(C)c3nc21 | -7% | ? | -22% | -7% | -29% | -8% | nt | -0.9 | 105%[activator]
CCOc1ccccc1-n1c(SCC(=O)N2CCOCC2)nc2ccccc2c1=O | -9% | 1% | -4% | -1% | 29% | 49%[activator] | -14% | 0.0 | 5%
CCN(CC)c1c([N+](=O)[O-])c(=O)n(C)c2ccccc12 | -5% | 2% | -4% | 0% | 6% | 54%[activator] | 1% | -1.3 | -14%
CC(=O)c1ccc(-n2c(CCC(=O)O)ccc2-c2ccc(Br)cc2)cc1 | -6%[60.1 µM] | -21% | -7% | -3% | 2% | 19% | 21% | -0.7 | 6%
CC(C)(C)NS(=O)(=O)c1ccc(NC(=S)NC(=O)C2CC2)cc1 | 3% | -21% | -9% | -8% | 5% | -24% | 7% | 5.3 | ?
Cc1ccc2c(c1)N(C(=O)CCC(=O)NCCCN(C)Cc1ccccc1)CCO2 | 2% | 0% | 4% | 2% | 32% | 10% | 0% | -0.5 | -14%
CCOC(=O)c1ccccc1NC(=O)c1ccc(F)cc1 | -2% | 10% | 12% | -4% | 24% | 15% | 1% | 1.5 | -8%
CC1CCN(S(=O)(=O)c2cccc(-c3nnc(-c4cccnc4)o3)c2)CC1 | 0% | 0% | 0% | 0% | 2% | 21% | -1% | -0.9 | 7%
CCn1c(=NC(=O)CS(=O)(=O)c2ccccc2)sc2cccc(OC)c21 | -2% | ? | 1% | nt | nt | 27% | -9% | 0.0 | nt
Cn1c(NCc2c[nH]c3ccccc23)nc2ccccc21 | -6% | 14%&-17% | -6% | -10% | 26% | 32%[activator] | 0% | 0.1 | ?
CCOc1ccc(C(=O)NCC(=O)Nc2ncccc2C)cc1OCC | 1% | 1% | 4% | nt | nt | -15% | 31% | -0.4 | nt
Nc1ccccc1C(=O)N/N=C1\C2CN3CCN(C2)CC1(c1ccccc1)C3 | -4% | 27% | 0% | -2% | -1% | 159%[activator] | 0% | 1.6 | -1%
Cc1ccc(SCCN2C(=O)NC(C)(C)C2=O)cc1 | -2% | 24% | 2% | -3% | 7% | 11% | -8% | -0.4 | ?
COC(=O)NNC(=O)COc1ccc2ccccc2c1Br | -7% | ? | -3% | 3% | 1% | -7% | 3% | 0.2 | -8%
C/C(=N\Nc1cccc(C(F)(F)F)c1)c1ccc(O)cc1 | 0% | 35µM* | 5% | -6% | -16% | 105%[activator] | 17% | 0.0 | -20%
O=C(Cn1c(=O)c2ccccc2n2nncc12)Nc1cccc(F)c1 | -9% | -20% | 2% | -4% | ? | 5% | nt | 1.5 | 2%
Cc1ccnc(NC(=O)c2ccccc2NC(=O)c2ccccc2)c1 | -8% | 0% | -11% | -5% | 2% | 125%[activator] | 63%[activator] | 0.3 | 9%

Compound profiles, as listed above:
Cc1ccc(SCCN2C(=O)NC(C)(C)C2=O)cc1 is listed as Pol kappa inh: -2%; 12-LOX inh: 24%; ERG Ets-DNA blk: 2%; BLM inh: -3%; POLB inh: 7%; POLI inh: 11%; APEX1 inh: -8%; TRHR ag: -0.4; Apoferritin bind: ?
COC(=O)NNC(=O)COc1ccc2ccccc2c1Br is listed as Pol kappa inh: -7%; 12-LOX inh: ?; ERG Ets-DNA blk: -3%; BLM inh: 3%; POLB inh: 1%; POLI inh: -7%; APEX1 inh: 3%; TRHR ag: 0.2; Apoferritin bind: -8%

The list is partial. The share of hits here may be higher or lower than overall.
